CAL PDZ FP-1 = blocks peptide binding to the human CAL PDZ domain; Q9HD26; purified CAL PDZ, TMR-peptide fluorescence polarization, 1 h; inhibition, % at 24.9 µM; 0.92% of 300,000 active; AID 602252;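 active = mean inhibition of at least 30% with at least half of replicates also reaching 30%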;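 also: 0% = DMSO neutral control and 100% = excess unlabeled competitor peptide PRC23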
phage Ecoli inh = E. coli growth loss with phage present. AID 651602. growth absorbance. 0.26% of 360,000 active. inhibition, % at 11.9 µM; in the data active = inhibition above about 11%
E coli growth = bacterial growth inhibition, counter-screen for AddAB inhibitors; 0.27% of 330,000 active; inhibition, % at 11.9 µM; E. coli V3065 growth, OD600 absorbance, 18 h; AID 449728;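 active = inhibition above the campaign's mean inhibition across all tested compounds plus 3 SD, cut at about 9.9% in these data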;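 also: uninfected addAB+ strain grown without phage in ampicillin broth; 0% = DMSO wells and 100% = ciprofloxacin 0.95 µg/ml wells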
AddAB inh = less growth of phage-infected E. coli with AddAB; E. coli expressing H. pylori AddAB, absorbance growth; inhibition, % at 11.9 µM; 0.29% of 330,000 active; AID 435030; in the data active = inhibition above about 12%;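 also: 0% = vehicle wells of infected cells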
Tat transport = E. coli Tat transport inhibition. E. coli MC4100 TorA-mCherry Tat export, fluorescence. inhibition, % at 10 µM. 0.036% of 340,000 active;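 active = mean replicate inhibition at least 50% and at least half of replicates individually reaching 50%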;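 also: exported cargo escapes ClpAP degradation while cytoplasmic cargo is degraded and loses fluorescence; 0% = median of neutral control wells and 100% = median of NaSCN control wells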
MITF TRPM1 HTS = increases MITF-driven TRPM1 promoter luciferase signal; SK-MEL-5 TRPM1-promoter luciferase, 24 h; % of positive control, neutral wells = 0; activation, % at 12.5 µM; 0.75% of 300,000 active;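 active = mean activation of at least 80% with every replicate also reaching 80%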;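 also: 0% = neutral control wells and 100% = parthenolide positive control wells; values of inactives mirror those of a sister screen read the other way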
SR-BI DiI inh = mouse SR-BI HDL lipid transfer inhibition | ldlA[mSR-BI] CHO cells, DiI-HDL uptake fluorescence, 3 h | inhibition, % at 12.5 µM | 0.96% of 320,000 active | Q61009;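 active = mean replicate inhibition of at least 70% and a set share of replicates each scoring 70 or more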;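 also: 0% = median of neutral control wells and 100% = median of positive control wells; values of inactives mirror those of a sister screen read the other way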
Target sequence (Q61009 whole entry, looked up): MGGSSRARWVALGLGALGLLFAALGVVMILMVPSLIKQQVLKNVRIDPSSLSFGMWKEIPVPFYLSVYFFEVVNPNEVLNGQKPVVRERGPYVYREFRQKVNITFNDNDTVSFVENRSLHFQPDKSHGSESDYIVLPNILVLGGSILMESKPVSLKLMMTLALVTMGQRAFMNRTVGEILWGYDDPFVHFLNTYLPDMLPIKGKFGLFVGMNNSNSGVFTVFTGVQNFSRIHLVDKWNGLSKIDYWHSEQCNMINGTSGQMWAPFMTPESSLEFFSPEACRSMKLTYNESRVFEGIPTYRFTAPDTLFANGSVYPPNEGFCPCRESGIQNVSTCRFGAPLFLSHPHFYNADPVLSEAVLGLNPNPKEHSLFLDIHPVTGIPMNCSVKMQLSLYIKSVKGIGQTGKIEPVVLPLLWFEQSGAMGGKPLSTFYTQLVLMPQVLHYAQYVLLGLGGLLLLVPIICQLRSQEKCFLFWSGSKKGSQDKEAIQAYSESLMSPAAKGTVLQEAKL
SR-BI uptake up = SR-BI HDL lipid transfer activation | 0.096% of 320,000 active | activation, % at 12.5 µM | AID 504775 | CHO ldlA[mSR-BI] cells, DiI-HDL uptake fluorescence, 3 h; 100 = double the neutral-control signal;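 active = mean replicate activation of at least 60% and every replicate at or above 60%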;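 also: 0% = median plate neutral-control signal and 100% = twice that signal; values of inactives mirror those of a sister screen read the other way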
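Assay system: LDL receptor-deficient CHO ldlA cells overexpressing murine SR-BI / Medium: BSA-supplemented, HEPES-buffered Ham's F12, pH 7.4 / Probe or stimulus: DiI-labelled HDL at 10 µg/mL final / Timing: compound with DiI-HDL co-incubation, 3 h at 37 °C / Technique: bottom-read cell fluorescence after medium removal, ex 550/em 595 nm / Measure: HDL uptake via cellular fluorescence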
Wnt act = Wnt/beta-catenin pathway activation. Wnt/beta-catenin reporter cell assay, activator, plate reader. AID 743398. 1.2% of 300,000 active. activation, % at 9.35 µM; in the data active = activation above about 30%, passing the limit was not always enough;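 also: 0% = neutral control wells and 100% = positive control wells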
CAL PDZ FP-2 = human CAL PDZ-peptide interaction inhibition; Q9HD26; 0.02% of 330,000 active; purified CAL PDZ, TMR-peptide fluorescence polarization, 1 h; inhibition, % at 20 µM; AID 504414;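 active = highest replicate inhibition of at least 40%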;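 also: plate controls were DMSO neutral control wells for no effect and unlabeled competitor peptide control wells for full effect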
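System: purified tagged CAL PDZ domain construct (CerCALP). Schedule: 1 h incubation at room temperature before polarization reading. Medium: 25 mM sodium phosphate pH 7.4, 150 mM NaCl, TCEP, IgG, Thesit. Read-out: percent inhibition from loss of millipolarization. Measured by: FP readout, S and P plane fluorescence. Probe or stimulus: fluorescent TMR peptide probe.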
Starred values were filed as active, the others as inactive; / = no result given.

SMILES | CAL PDZ FP-1 | phage Ecoli inh | E coli growth | AddAB inh | Tat transport | MITF TRPM1 HTS | SR-BI DiI inh | SR-BI uptake up | Wnt act | CAL PDZ FP-2
CCN(CC(=O)Nc1c(F)cccc1F)C(=O)c1cc([N+](=O)[O-])ccc1N1CCCCC1 | -5 | -2.3 | 1.1 | -0.2 | -8 | -19 | 14 | -14 | 1 | -2.8
O=C(CN1CCN(Cc2ccccc2F)C1=O)NCc1ccco1 | -4 | -0.7 | 0.9 | 1.8 | -5 | 3 | -29 | 29 | -4 | -0.4
Cc1cc(-c2ccc(S(=O)(=O)N3CCc4ccccc4C3)s2)on1 | -3 | -0.1 | 0.4 | 0.1 | -7 | -6 | 1 | -1 | 1 | -0.9
CCOCCCNC(=O)c1cccs1 | -1 | -2.6 | 0.4 | 0.8 | 6 | -1 | 3 | -3 | / | 1.9
Cc1n[nH]c(C)c1CCC(=O)N/N=C/c1cccs1 | / | -0.4 | -0.1 | 1.7 | 4 | / | 5 | -5 | 1 | -2.0
CC(C)COc1ccc(C(=O)NC(CC(C)C)C(=O)O)cc1 (stereo not drawn) | 0 | 1.7 | -1.3 | 1.4 | -7 | -7 | / | / | / | -1.1
COC(=O)c1ccc(C#Cc2ccccc2)o1 | / | 3.5 | -1.4 | 0.7 | 2 | 31 | -8 | 8 | 6 | -0.6
Cc1ccc(C)c(OCc2cc(C(=O)NC3CCOC(C)(C)C3)no2)c1 (stereo not drawn) | -3 | 1.0 | 1.4 | 3.5 | -2 | 17 | 17 | -17 | 12 | -0.3
Cc1csc2ncnc(NC3CCN(Cc4ccccc4)CC3)c12 | -1 | -1.2 | 0.7 | 0.5 | -6 | / | -1 | 1 | -2 | -3.0
O=C(Cn1nnc2ccccc2c1=O)N[C@@H](Cc1ccccc1)C(=O)O | 0 | 1.8 | -0.2 | 1.9 | -6 | 3 | -4 | 4 | 5 | 2.0
Cc1ccc(N2C(=O)Nc3ccccc3C2(O)C(=O)N2CCN(c3ccccn3)CC2)cc1C (stereo not drawn) | -7 | -0.5 | -0.3 | 4.8 | -6 | 13 | -4 | 4 | -1 | -0.5
CN(C)S(=O)(=O)c1cc(NC(=O)COC(=O)C2COc3ccccc3O2)ccc1Cl (stereo not drawn) | 0 | 2.7 | 0.0 | -0.5 | -4 | 6 | -19 | 19 | 0 | -2.0
O=C(NCc1ccncc1)c1ccccc1Nc1ccc(SC(F)F)cc1 | -5 | -0.4 | 1.8 | 2.0 | 0 | 7 | 11 | -11 | -2 | -3.5
Nc1nnc(SCC(=O)Nc2cc(S(=O)(=O)N3CCOCC3)ccc2Cl)s1 | 4 | -0.1 | -0.6 | 4.0 | -6 | -1 | / | / | 4 | 0.2
CC1(C)NC(=O)N(CC(O)CN2CCCCC2)C1=O (stereo not drawn) | -3 | -0.2 | -0.2 | 0.2 | -2 | -5 | -8 | 8 | 3 | -0.2
CCCCOC(=O)Nc1nnc(CC)s1 | -1 | -0.4 | -0.1 | 2.5 | -2 | 30 | -24 | 24 | / | -2.7
COC(=O)c1cnn(-c2ccc(Cl)cc2)c1/C=N/NC(N)=S | -2 | -0.1 | -0.5 | 2.6 | -2 | -33 | -5 | 5 | 3 | -1.2
Cc1cccc(CS(=O)(=O)c2ncc(Cl)c(C(=O)NCc3ccccc3)n2)c1 | -2 | -0.2 | -4.0 | -1.6 | -7 | -85 | -8 | 8 | -1 | -2.0
c1ccc(N2CCCCC2)c(NC2=NCCC2)c1 | -2 | 3.9 | 1.6 | 0.1 | 1 | 8 | -23 | 23 | -1 | /
Cc1ccc(C)c(OCc2ccc(C(=O)N3N=C(C(F)F)CC3(O)C(F)F)o2)c1 (stereo not drawn) | -3 | 2.2 | -1.6 | 0.4 | -8 | 1 | 17 | -17 | / | 0.5
CN1c2ccccc2-c2ccccc2S1(=O)=O | -1 | 1.4 | / | / | 0 | 12 | 4 | -4 | 1 | -1.2
COc1cc(C(=O)NCc2ccc(-c3nc4ccccc4o3)cc2)cc(OC)c1OC | -3 | 0.6 | -1.3 | 2.9 | 0 | 10 | 16 | -16 | / | -0.6
COc1cc(OC)c2c(c1)O/C(=C\c1ccccc1)C2=O | / | 0.8 | 0.0 | 0.6 | / | / | / | / | -1 | /
CCN1/C(=C2/SC(=S)N(NC(C)=O)C2=O)Sc2ccccc21 | -5 | 0.4 | / | / | 4 | 13 | 16 | -16 | 1 | 0.7
COC(=O)[C@H](NCc1ccc(OC)c(B(O)O)c1)C(C)C | -1 | 1.8 | / | / | -3 | -9 | 0 | 0 | -1 | 0.6
SMILES | CAL PDZ FP-1 | phage Ecoli inh | E coli growth | AddAB inh | Tat transport | MITF TRPM1 HTS | SR-BI DiI inh | SR-BI uptake up | Wnt act | CAL PDZ FP-2
CCN(CC)C(=O)Cn1cc(SCC(=O)NCc2ccco2)c2ccccc21 | -2 | -1.6 | 1.3 | 4.9 | -1 | 6 | -12 | 12 | 1 | -1.2
COc1cc(CNn2cn[nH]c2=S)cc(Br)c1OCc1ccccc1F | 0 | 3.0 | 2.9 | 1.3 | 0 | 7 | 37 | -37 | -1 | 3.7
CSCC[C@H](NC(=O)C1CCN(S(=O)(=O)c2ccccc2)CC1)C(=O)NC1CC1 | 1 | 1.1 | 0.4 | 3.7 | 1 | -11 | -9 | 9 | 1 | -0.5
Cc1ncsc1CCOC(=O)C1C2CC3CC(C2)CC1C3 (stereo not drawn) | 1 | 0.8 | -1.1 | -1.2 | 7 | 0 | 6 | -6 | -3 | -1.5
O=C(NCC(=O)N(CC1CCCO1)C1(C(=O)NC2CCCCC2)CCCCC1)c1ccccc1 (stereo not drawn) | 0 | 3.2 | 0.6 | 0.7 | 2 | -4 | -2 | 2 | / | -3.8
COc1ccc(N(CC(=O)NCCc2ccc(Cl)cc2)S(=O)(=O)c2c(C)[nH]c(=O)[nH]c2=O)cc1 | / | 2.8 | -1.9 | 1.7 | -3 | -7 | 11 | -11 | -2 | 0.3
Cc1nc2cc(C(=O)NCc3ccc4c(c3)OCO4)ccc2n1-c1ccc(Br)cc1 | 1 | 2.5 | -0.5 | 2.7 | 5 | 8 | 2 | -2 | 0 | -5.8
Cc1ccc2cc(CN(Cc3nnnn3C3CCCCC3)CC3CCCO3)c(=O)[nH]c2c1 (stereo not drawn) | -1 | 0.9 | 0.2 | -0.5 | 7 | -6 | -3 | 3 | / | -3.3
Cc1cc(=O)oc2cc(OC(=O)c3ccccc3)ccc12 | 0 | 2.8 | -3.7 | 3.0 | -5 | 4 | 8 | -8 | -1 | 0.7
Cc1onc(-c2ccccc2)c1-c1nnc(CN2CCN(S(=O)(=O)c3ccccc3)CC2)o1 | -2 | -0.8 | -0.7 | 1.3 | 5 | -6 | -24 | 24 | -5 | -0.1
CCCc1nc2nc(C)c(NS(=O)(=O)c3ccc(CC(C)C)cc3)c(=O)n2[nH]1 | -1 | 0.4 | -0.6 | 2.0 | 2 | 4 | / | / | -6 | -1.8
Cc1ccc(C(=O)NCCc2nnc3c(C(F)(F)F)cc(Cl)cn23)o1 | 0 | 1.7 | -3.1 | 1.2 | 1 | 1 | -15 | 15 | -1 | -0.5
O=C1C2C3C=CC(C3)C2C(=O)N1/N=C/c1cc(Br)cc([N+](=O)[O-])c1O (stereo not drawn) | -1 | 1.3 | -1.9 | 3.0 | 3 | 1 | -6 | 6 | / | 0.7
O=C(C1CCC1)N1CCc2cc(S(=O)(=O)NC3CCCc4ccccc43)ccc21 (stereo not drawn) | -4 | 3.3 | 0.4 | 0.2 | 4 | -17 | 7 | -7 | 4 | -0.3
CCCCC(=O)NCCc1cc2c(OC)ccc(OC)c2[nH]c1=O | -2 | 3.0 | -0.2 | 3.2 | -4 | -8 | -5 | 5 | 1 | /
Cc1cc(C)cc(NC(=O)COC(=O)CCCC2=NS(=O)(=O)c3ccccc3N2)c1 | 2 | 0.1 | 1.7 | 1.4 | -6 | -4 | -13 | 13 | 0 | -5.0
COc1ccc(/C=C(\NC(=O)c2cccs2)C(=O)Nc2ccc(C)cc2)cc1OC | 2 | 1.7 | 0.4 | 0.8 | 4 | -4 | -11 | 11 | -6 | 0.4
COc1ccc(CCn2c(C3CCCCC3)nc3c(c(=O)c4ccccc4n3C)c2=O)cc1OC | -5 | 3.8 | -1.2 | 2.9 | -1 | 11 | 6 | -6 | -4 | -2.7
COc1cccc(NC(=S)NCc2cccs2)c1 | -4 | 0.4 | 1.6 | 3.5 | 12 | 1 | 3 | -3 | / | -2.6
N#CCc1ccc(NC(=O)/C=C/c2ccc([N+](=O)[O-])o2)cc1 | -2 | / | / | / | 3 | -99 | 32 | -32 | / | -1.2
CC1CCCC(C)N1/N=C/c1ccccc1C(=O)O (stereo not drawn) | -2 | -0.3 | 0.4 | 0.5 | -8 | -8 | -17 | 17 | -1 | -1.7
COc1ccc(-c2noc(CCC(=O)N3CCN(c4ccc(Br)cc4)CC3)n2)cc1 | -7 | 1.7 | -1.2 | -0.2 | -4 | -3 | -9 | 9 | -2 | -0.2
COc1ccc2c(c1)c1nc3n(c(=O)c1n2CC(=O)Nc1ccccc1)CCCS3 | -6 | 1.5 | 2.7 | 3.9 | -3 | -8 | -3 | 3 | 0 | -2.8
CC(/C=C1\N=C(SCc2ccccc2Cl)SC1=O)=C\c1ccccc1 | -7 | 3.7 | -2.5 | 2.8 | 5 | -6 | 0 | 0 | 1 | 0.1

Looked up by structure from the list above:
SMILES | CAL PDZ FP-1 | phage Ecoli inh | E coli growth | AddAB inh | Tat transport | MITF TRPM1 HTS | SR-BI DiI inh | SR-BI uptake up | Wnt act | CAL PDZ FP-2
Cc1csc2ncnc(NC3CCN(Cc4ccccc4)CC3)c12 | -1 | -1.2 | 0.7 | 0.5 | -6 | / | -1 | 1 | -2 | -3.0
c1ccc(N2CCCCC2)c(NC2=NCCC2)c1 | -2 | 3.9 | 1.6 | 0.1 | 1 | 8 | -23 | 23 | -1 | /
CCCCOC(=O)Nc1nnc(CC)s1 | -1 | -0.4 | -0.1 | 2.5 | -2 | 30 | -24 | 24 | / | -2.7
CCN1/C(=C2/SC(=S)N(NC(C)=O)C2=O)Sc2ccccc21 | -5 | 0.4 | / | / | 4 | 13 | 16 | -16 | 1 | 0.7
Cc1ccc(N2C(=O)Nc3ccccc3C2(O)C(=O)N2CCN(c3ccccn3)CC2)cc1C (stereo not drawn) | -7 | -0.5 | -0.3 | 4.8 | -6 | 13 | -4 | 4 | -1 | -0.5
Cc1ccc2cc(CN(Cc3nnnn3C3CCCCC3)CC3CCCO3)c(=O)[nH]c2c1 (stereo not drawn) | -1 | 0.9 | 0.2 | -0.5 | 7 | -6 | -3 | 3 | / | -3.3
